Screening results from PubChem BioAssay.
SENP1 FRET inh = SENP1 (human) catalytic domain inhibition. Q9P0U3. recombinant SENP1 catalytic domain, CyPet-SUMO1-YPet FRET cleavage. inhibition, % at 10 µM. 0.21% of 360,000 active. AID 624204;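 active means inhibition at least 30% at 10 µM, raw YFP signal under a set limit, fluorescence ratio 0.5 to 1.5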;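 further: 0% = enzyme with DMSO and 100% = no enzyme wells; some results filed as inactive read as strong as hits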
Target sequence (Q9P0U3 419-644 limits assumed): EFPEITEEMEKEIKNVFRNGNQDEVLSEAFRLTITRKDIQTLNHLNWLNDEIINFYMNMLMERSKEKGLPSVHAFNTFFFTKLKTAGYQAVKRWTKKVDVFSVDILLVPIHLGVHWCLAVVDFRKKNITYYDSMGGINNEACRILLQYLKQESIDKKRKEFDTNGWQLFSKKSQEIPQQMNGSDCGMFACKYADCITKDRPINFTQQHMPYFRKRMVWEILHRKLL
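material = recombinant human SENP1 catalytic domain, His6-tagged | quantity = 20 pM enzyme | reagent = 25 nM SUMO1 FRET substrate | compound dosing = 10 µM single point, 0.5% DMSO | timing = 50 min enzyme reaction, room temperature, light-protected | detection = FRET, CFP and YFP emission | control set = no-enzyme low, enzyme-DMSO high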
Apaf1 inhib = human Apaf-1 inhibition; O14727; inhibition, % at 20 µM; 0.71% of 330,000 active; reconstituted apoptosome caspase-3 activity, DEVD-Rh110 fluorescence; active means inhibition of at least 40% at 20 µM;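 further: plate controls were DMSO wells for no effect and DEVD-CHO caspase inhibitor wells for full effect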
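System – cell-free apoptosome with Apaf-1, procaspase-3 and caspase-9 · Buffer or medium – pH 7.5 Hepes buffer with CHAPS, BSA, DTT · Also added – cytochrome c with DEVD-Rh110 · Times – 30 min compound preincubation, 50 min activation, room temperature · Technique – Rh110 fluorescence intensity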
SENP8 block-1 = SENP8 protease inhibition; Q96LD8; purified SENP8, Z-RLRGG-aminoluciferin cleavage, luminescence; inhibition, % at 10 µM; 1.2% of 330,000 active; AID 2540; in the data active means inhibition above about 50%
Target sequence (Q96LD8 whole entry, looked up): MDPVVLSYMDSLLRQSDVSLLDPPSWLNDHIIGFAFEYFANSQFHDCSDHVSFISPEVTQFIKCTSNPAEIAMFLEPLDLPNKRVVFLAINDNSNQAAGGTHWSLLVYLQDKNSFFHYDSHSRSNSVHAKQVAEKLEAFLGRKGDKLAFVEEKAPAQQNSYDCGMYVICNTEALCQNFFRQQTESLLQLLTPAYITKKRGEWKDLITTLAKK
APOBEC3G inh = inhibitors of human APOBEC3G DNA deaminase; Q9HC16; recombinant A3G, ssDNA deamination FAM/TAMRA fluorescence; inhibition, % at 20 µM; 0.28% of 330,000 active; AID 493012;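 active means inhibition of at least 40% at 20 µM, with no more than 30% in the related APOBEC3A deaminase screen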;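 further: plate controls were DMSO wells with A3G for no effect and wells lacking A3G enzyme for full effect; some compounds called inactive have numbers as strong as hits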
SENP8 block-2 = inhibitors of human SENP8 protease | Q96LD8 | recombinant SENP8, Nedd8 substrate fluorescence | inhibition, % at 20 µM | 0.64% of 360,000 active | AID 602440; in the data active means inhibition mostly above about 40%, no sharp cut-off; inactive means mostly below about 27%
SENP6 inh = blocks the human protease SENP6; Q9GZR1; Recombinant SENP6 catalytic domain, aminoluciferin luminescence; inhibition, % at 10 µM; 1.8% of 330,000 active;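 active means inhibition above about 50% at the single tested dose, limit read from the data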;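 further: plate controls were DMSO wells with enzyme for no effect and DMSO wells lacking enzyme for full effect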
SENP7 block = inhibitors of human SENP7 protease. Q9BQF6. recombinant SENP7, Z-RLRGG-aminoluciferin luminescence, 40 min. inhibition, % at 5 µM. 1.5% of 330,000 active. AID 434973;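 active means inhibition above about 50% at the single test dose, limit read from the data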;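 further: plate controls were DMSO with enzyme for no effect and no enzyme buffer wells for full effect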
Target sequence (Q9BQF6 706-1050 limits assumed): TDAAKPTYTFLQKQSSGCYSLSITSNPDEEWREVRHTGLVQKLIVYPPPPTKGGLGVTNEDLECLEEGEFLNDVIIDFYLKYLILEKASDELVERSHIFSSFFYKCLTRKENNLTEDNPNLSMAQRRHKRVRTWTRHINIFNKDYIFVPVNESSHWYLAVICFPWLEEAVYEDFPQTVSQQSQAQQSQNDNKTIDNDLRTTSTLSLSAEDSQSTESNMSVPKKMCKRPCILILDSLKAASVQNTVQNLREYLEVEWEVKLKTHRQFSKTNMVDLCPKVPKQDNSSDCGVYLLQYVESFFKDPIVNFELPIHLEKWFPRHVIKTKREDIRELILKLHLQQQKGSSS
UBC13 inh = inhibitors of human UBC13 polyubiquitin chain formation; P61088; TR-FRET; inhibition, % at 20 µM; 0.47% of 330,000 active; in the data active means inhibition above about 45%, passing the limit was not always enough
Target sequence (P61088 whole entry, looked up): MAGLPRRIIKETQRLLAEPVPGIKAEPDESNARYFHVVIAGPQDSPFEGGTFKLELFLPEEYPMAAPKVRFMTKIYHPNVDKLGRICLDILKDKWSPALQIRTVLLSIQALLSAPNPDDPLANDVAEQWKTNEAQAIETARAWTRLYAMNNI
* marks the source's active call; other numbers are inactive results.

SMILES	SENP1 FRET inh	Apaf1 inhib	SENP8 block-1	APOBEC3G inh	SENP8 block-2	SENP6 inh	SENP7 block	UBC13 inh
O=S(=O)(/N=C(/Nc1ccc(Cl)cc1Cl)c1ccccc1)c1cccs1	2	3	-4	-7	-4	-16	1	3
CN(C(=O)c1nn(C)c2c1CS(=O)(=O)c1ccccc1-2)c1cccc(Cl)c1	-1	-8	-8	-6	11	-1	0	-2
CN1CCN(c2ccc([N+](=O)[O-])cc2C(=O)c2ccc(Cl)cc2)CC1	0	16	-11	-5	34	-3	-9	-3
COc1ccc(C)cc1NC(=O)C1CCCN(S(=O)(=O)c2cccc3nonc23)C1 (stereo not drawn)	5	-9	1	-2	4	-22	3	-3
O=C(Nc1sc2c(c1C(=O)c1ccc(Cl)cc1)CCCC2)c1cccnc1	-1	16	-12	-4	37	-5	-10	-2
Cc1cc(C)c2c3c(sc2n1)C(=O)N(Cc1ccccc1)CC(=O)N3	-3	3	-11	-5	-100	-10	-25	-2
Cc1ccc2c(c1)c1c3n2CCN(CCC(=O)O)C3CCC1 (stereo not drawn)	-2	-10	1	-10	-51	10	0	8
COc1ccc(N=C2SCC(=O)N2CCc2ccc(OC)c(OC)c2)cc1	1	-15	1	-7	-6	-26	-4	0
CCCOc1ccccc1/C=C1\SC(N)=NC1=O	-33	0	1	-9	-60	-10	11	-1
CC(C)(C)c1cc[n+](-c2[nH]c(=O)sc2/C=N/N=C(\[O-])c2cccnc2)cc1	3	8	0	31	30	2	8	-24
O=C(O)c1ccc(S(=O)(=O)NC2CCCc3ccccc32)cc1 (stereo not drawn)	3	-1	-3	-4	-19	-1	-6	0
Cc1ccc(C(=O)CN(C(=O)c2ccc(Cl)cc2)N2C(=O)c3ccccc3C2=O)cc1	2	-5	-1	-8	11	-9	4	4
CC(=O)c1nc(N2C(=O)CC(Cc3cccc(C)c3)C2=O)sc1C (stereo not drawn)	1	-11	-8	-4	13	-3	-19	-18
CN(CC(=O)NC1CCN(Cc2ccccc2)CC1)S(=O)(=O)c1ccc2c(c1)c(=O)n(C)c(=O)n2C	2	-3	-3	-6	10	-4	1	5
COc1ccc(C(=O)NC(C)c2nnc(SCC(=O)Nc3nc4ccccc4s3)n2C)cc1 (stereo not drawn)	-4	-4	0	0	17	-1	12	7
CC1CN=C(N(C(=O)Nc2ccccc2)C(C)c2ccccc2)S1 (stereo not drawn)	0	-7	3	-7	10	2	4	6
N#CC1=C(SCC(=O)c2ccc(Br)cc2)NC2=C(C(=O)CCC2)C1c1ccco1 (stereo not drawn)	-52	23	-7	3	-8	-9	7	-2
C(=N\N1CCOCC1)/c1ccsc1	3	3	3	-2	15	-11	16	4
O=C(CSc1n[nH]c(=O)n1-c1cccnc1)Nc1ccccc1	2	-7	-4	-7	0	-13	-6	4
O=C(NNC(=O)c1ccccc1F)C1=NN(c2ccccc2)C(=O)CC1	2	-8	-3	-3	3	4	1	2
COc1ccc(Br)cc1CN(C)C(=O)C1CC(=O)N(C2CCCC2)C1 (stereo not drawn)	2	2	-5	3	10	-5	-3	1
CCCCC/C=C\C/C=C\C/C=C\CCCCC(=O)O	-5	-5	6	1	0	-14	1	-28
COc1ccc(C(=O)Nc2ccc(C)c(S(=O)(=O)N3CCCCCC3)c2)cc1	2	16	4	-6	8	-16	4	11
O=S(=O)(Cc1ccccc1)N1CCC(N2CCN(c3ccccc3)CC2)CC1	-2	8	1	-4	15	-39	4	1
COc1ccccc1/C(O)=C(\C#N)c1nc2ccccc2[nH]1	1	-1	-6	-9	8	-5	-8	-12
COc1ccc2nc(-c3ccccc3)[nH]c2c1	1	-1	83*	-6	-295	95*	95*	5
COc1cccc(CNC(=O)COC(=O)c2c(C)nn(-c3ccccc3)c2Cl)c1	-11	13	-1	2	-25	4	-7	-23
C=CCn1c(SCC(=O)Nc2ccc(N(C)C)cc2)nnc1-c1cccc(C)c1	7	0	0	-7	19	-16	-3	-5
C/C(=N\NC(=O)c1nc(C)cc(C)n1)c1ccccc1	1	2	-12	2	4	-10	7	-5
COc1ccc(C(=O)NC(=S)NCC2CCCO2)cc1 (stereo not drawn)	0	-14	-8	-4	0	-23	-3	11
O=C(c1ccco1)N1CCCN(C(=O)c2ccco2)CC1	0	-16	0	-7	-4	-11	9	9
O=C(COC(=O)c1cc(NS(=O)(=O)c2cccs2)ccc1O)Nc1ccccc1	-1	-5	-3	5	-83	8	1	9
O=C(c1ccccc1Oc1ccccc1)N1CCN(c2ccccc2)CC1	2	22	-5	-5	13	9	-6	-9
CCC(=O)Nc1ccccc1C(=O)N1CCOCC1	1	-5	-1	1	19	-2	-3	-4
Cc1[nH]n(-c2ccccc2)c(=O)c1C(=O)c1ccc(Cl)cc1	1	10	-10	-4	13	-21	-5	-9
O/N=C/c1cc(Br)ccc1OCc1ccc(F)cc1	1	10	-6	2	25	-7	-7	16
O=[N+]([O-])c1ccc(Oc2cccc(F)c2)c2ccncc12	2	9	3	-5	14	-6	5	-2
Cc1ccc(OCc2cc(C(=O)N(C)Cc3cc(C4CC4)n[nH]3)no2)cc1C	-1	17	-6	-5	6	-2	7	1
O=C(NCCN1CCN(C(=O)c2ccc(Br)cc2)CC1)c1ccc(Br)cc1	2	-3	-8	-5	6	-4	-10	7
Cc1cc(F)ccc1N1CCC(N2CCN(CCC(C)C)C(CCO)C2)CC1 (stereo not drawn)	-1	-3	-4	3	21	-4	-10	-14
O=C(Nc1ccsc1C(=O)O)c1cccc(C(F)(F)F)c1	3	5	69*	-7	7	75*	43	-4
COc1cccc(CNc2nc3ccc(C)cc3n3cnnc23)c1	-55	-14	-6	-4	-164	1	7	3
c1ccc(COc2ccc(OCCCCN3CCCCC3)cc2)cc1	-1	-1	1	-8	-4	-5	1	2
O=C(CC(=O)N/N=C/c1ccc(C(=O)O)cc1)NCCc1ccccc1	1	-18	3	-3	6	10	-3	4
CN(C)c1ccc(N2[C@@H](CC(=O)O)c3cc(C(F)(F)F)ccc3S2(=O)=O)cc1	4	11	3	6	6	-3	3	-10

15 structures out of the list, arranged by molar mass, descending:
SMILES	SENP1 FRET inh	Apaf1 inhib	SENP8 block-1	APOBEC3G inh	SENP8 block-2	SENP6 inh	SENP7 block	UBC13 inh
O=C(NCCN1CCN(C(=O)c2ccc(Br)cc2)CC1)c1ccc(Br)cc1	2	-3	-8	-5	6	-4	-10	7
O=C(COC(=O)c1cc(NS(=O)(=O)c2cccs2)ccc1O)Nc1ccccc1	-1	-5	-3	5	-83	8	1	9
CN(C)c1ccc(N2[C@@H](CC(=O)O)c3cc(C(F)(F)F)ccc3S2(=O)=O)cc1	4	11	3	6	6	-3	3	-10
Cc1cc(F)ccc1N1CCC(N2CCN(CCC(C)C)C(CCO)C2)CC1 (stereo not drawn)	-1	-3	-4	3	21	-4	-10	-14
Cc1ccc(OCc2cc(C(=O)N(C)Cc3cc(C4CC4)n[nH]3)no2)cc1C	-1	17	-6	-5	6	-2	7	1
O=C(c1ccccc1Oc1ccccc1)N1CCN(c2ccccc2)CC1	2	22	-5	-5	13	9	-6	-9
O=C(CC(=O)N/N=C/c1ccc(C(=O)O)cc1)NCCc1ccccc1	1	-18	3	-3	6	10	-3	4
c1ccc(COc2ccc(OCCCCN3CCCCC3)cc2)cc1	-1	-1	1	-8	-4	-5	1	2
O/N=C/c1cc(Br)ccc1OCc1ccc(F)cc1	1	10	-6	2	25	-7	-7	16
COc1cccc(CNc2nc3ccc(C)cc3n3cnnc23)c1	-55	-14	-6	-4	-164	1	7	3
O=C(Nc1ccsc1C(=O)O)c1cccc(C(F)(F)F)c1	3	5	69*	-7	7	75*	43	-4
Cc1[nH]n(-c2ccccc2)c(=O)c1C(=O)c1ccc(Cl)cc1	1	10	-10	-4	13	-21	-5	-9
COc1ccc(C(=O)NC(=S)NCC2CCCO2)cc1 (stereo not drawn)	0	-14	-8	-4	0	-23	-3	11
O=C(c1ccco1)N1CCCN(C(=O)c2ccco2)CC1	0	-16	0	-7	-4	-11	9	9
C/C(=N\NC(=O)c1nc(C)cc(C)n1)c1ccccc1	1	2	-12	2	4	-10	7	-5

The listing continues:
SMILES	SENP1 FRET inh	Apaf1 inhib	SENP8 block-1	APOBEC3G inh	SENP8 block-2	SENP6 inh	SENP7 block	UBC13 inh
N#Cc1ccc(Nc2nc(-c3ccc(O)cc3O)cs2)cc1C(F)(F)F	-15	15	-1	-13	-391	-10	2	68*
O=C(Nc1cccc(-c2cccc(F)c2)c1)C1CCN(Cc2ccco2)CC1	-3	4	-8	-11	14	-9	3	6
CCOC(=O)c1cc2c(ccn2C)n1CC(=O)N1CCN(c2ccccc2)CC1	7	0	0	0	-2	6	7	-1
CC(C)Oc1cc(NC(=O)CS(=O)(=O)CC(=O)N(C)C)c(Cl)cc1Cl	2	11	4	-2	5	10	2	-2
COc1cc(CNCCNC(=O)c2nonc2N)ccc1OCc1ccc(Cl)nc1	2	-6	-5	-7	15	-19	-7	5
Cc1cccc(C)c1NC(=O)CN(C)C(=O)c1ccc(NS(=O)(=O)c2ccc3[nH]c(=O)[nH]c3c2)cc1	1	0	6	-5	10	-6	3	-1
O=C(Cn1c(=O)n(CC2CCCO2)c(=O)c2ccccc21)c1ccc(Cl)c(Cl)c1 (stereo not drawn)	-2	17	-4	-6	29	18	8	-7
O=C(Oc1ccc(NC(=O)c2cc3c(cc2Br)OCO3)cc1)c1ccccc1	-2	10	7	-2	7	7	43	-1
CN(Cc1ccccc1)C(=O)C1CCN(S(=O)(=O)c2ccc(-n3cnnn3)cc2)CC1	2	-4	-5	-10	9	2	-6	3
Nc1nonc1-c1nc2ccccc2n1Cc1ccc(F)cc1Cl	-60	5	-2	-2	-42	-13	-1	7
COc1ccc(SCc2noc(C(=O)NCC3CCCO3)c2C(=O)O)cc1 (stereo not drawn)	0	2	0	-8	21	-1	0	-10
Cc1cc(NC(=O)C(C)SCC(=O)OC(C)C(=O)Nc2ccccc2C)no1 (stereo not drawn)	1	-9	-15	-5	6	5	8	-2
COc1ccc(C2(c3ccc(OC)cc3)NC(=O)N(CC(=O)Nc3ccc(C(=O)N(C)C)cc3)C2=O)cc1	1	4	-14	-8	2	-12	12	-8
CCN(Cc1ccncc1)C(=O)c1ccc2c(c1)S(=O)(=O)c1ccccc1C2=O	5	-8	-3	-5	14	-2	5	2
CCOC(=O)c1ccc(S(=O)(=O)NCCN(CC)CC)cc1	0	3	-3	-2	4	-15	-7	-16
O=S(=O)([O-])CCC[n+]1ccc(Oc2ccccc2)cc1	1	1	-11	45	3	-6	5	-1
CC1Cc2cc(/C(O)=C3/C(=O)C(=O)N(CCN4CCOCC4)C3c3cccc(Cl)c3)ccc2O1 (stereo not drawn)	-4	17	-11	-6	-27	-24	-13	-30
O=C(NC1CCC(c2ccccc2)CC1)c1cccnc1 (stereo not drawn)	1	2	-2	-5	-1	3	3	2
